Screening data: PubChem, Sanford-Burnham Center for Chemical Genomics
VHR inh color = blocks the human dual specificity phosphatase VHR1 | P51452 | recombinant VHR phosphatase, colorimetric substrate read-out | inhibition, % at 20 µM | 50,000 tested, 0.7% active; in the data active = inhibition above about 60%; also: some results filed as inactive read as strong as hits
Target sequence (P51452 whole entry, looked up): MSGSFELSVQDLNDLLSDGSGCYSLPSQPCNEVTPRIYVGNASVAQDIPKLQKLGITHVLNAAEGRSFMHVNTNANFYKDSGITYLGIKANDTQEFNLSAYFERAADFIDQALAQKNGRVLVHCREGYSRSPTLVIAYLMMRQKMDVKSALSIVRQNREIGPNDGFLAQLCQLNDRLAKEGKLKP
Numbers without * were called inactive. These rows are one share of the data. The share of hits here may be higher or lower than overall.

SMILES	VHR inh color
C/C(=C\C(=O)c1ccc(C)cc1)Nc1ccc(I)cc1	2
S=C(NCCN1CCCCC1)NCc1ccccc1	46
O=C(COc1ccc(Cl)cc1)N1CCN(Cc2cccc3ccccc23)CC1	9
CC(C)(C)c1ccc(C(=O)NNC(=O)c2ccc(Cl)cc2Cl)cc1	-21
CCOc1ccc(NC(=O)CSc2nc(C)cc(C)n2)cc1	-21
C#Cc1cccc(N2C(=O)c3ccc(Oc4ccc([N+](=O)[O-])cc4)cc3C2=O)c1	-15
COc1cc(C=O)cc(Br)c1OCc1ccc([N+](=O)[O-])cc1	-2
CCOc1ccc(N2C(=O)C3C(C2=O)C2(C)C(=O)C3(C)C(c3ccccc3)=C2c2ccccc2)cc1 (stereo not drawn)	-3
Cc1ccc([N+](=O)[O-])cc1S(=O)(=O)N1CCOCC1	2
O/N=C/c1cn(-c2ccccc2)nc1-c1ccc(Cl)cc1	-4
O=C(CSc1ccccn1)Nc1ccccc1-c1ccccc1	-6
O=C1C(=O)N(c2nccs2)C(c2cccs2)/C1=C(\O)c1ccc(Cl)cc1 (stereo not drawn)	-10
O=C(O)CCCCCN1C(=O)C(O)=C(C(=O)/C=C/c2ccccc2)C1c1ccccc1 (stereo not drawn)	0
CCCC(=O)C1=C(O)C(C(=O)OC)C(C)(C)CC1=Nc1ccccc1OC (stereo not drawn)	-11
Cn1cc(N)c(C(=O)Nc2ccc3c(c2)C(=O)NC3=O)n1	-12
O=C(/C=C/c1ccc(Cl)cc1)Nc1ccc(F)c([N+](=O)[O-])c1	-1
CCN(CC)c1ccc(NC(=O)c2ccncc2)cc1	-26
O=C(C(c1ccccc1)c1ccccc1)N1CCN(c2ccccc2)CC1	1
CN1C(=O)/C(=C\c2cc(Cl)c(O)c(Cl)c2)SC1=S	-12
CC(C)C(=O)Nc1cc(I)ccc1C(=O)O	-1
CCOc1cccc(-c2cc(C(=O)NCc3ccc4c(c3)OCO4)c3ccccc3n2)c1	-8
O=C(COc1ccc2ccccc2c1)NNC(=O)c1cccc(Cl)c1	-5
Cc1ccc(-c2nn(-c3ccccc3)cc2/C=C/C(=O)c2cccs2)cc1	-13
O=C(NCC1CCCO1)c1ccc(Cl)cc1Cl (stereo not drawn)	-8
COc1ccc(C2CC(=O)CC(=O)C2)cc1	-16
COc1ccc(/C=C2\SC(=S)N(Cc3ccco3)C2=O)cc1OC	-28
CC1=NN(c2ccccc2)C(=O)C1C(c1ccccc1)C(C#N)C#N (stereo not drawn)	-54
Cc1ccc(C(=O)O/N=C(\N)c2ccc(Cl)cc2)cc1	-32
Cc1ccc(/C(CCN(C)C)=N/O)cc1	-14
COCCN1C(=O)/C(=C/c2ccc(F)cc2)SC1=S	0
CC12CC3(C)CC(C)(C1)CC(C(N)=O)(C2)C3	1
OCCNCCOc1cccc(Cl)c1Cl	-14
O=C1C2=C(Nc3ccccc3SC2c2ccc([N+](=O)[O-])cc2)c2ccccc21 (stereo not drawn)	-4
CCCCOP(=O)(CP(=O)(OCCCC)OCCCC)CP(=O)(OCCCC)OCCCC	-6
CCOc1ccc(C(=O)Nc2ccc3oc(-c4ccccc4Br)nc3c2)cc1	10
CCOC(=O)C(CCCCOc1ccc([N+](=O)[O-])cc1)C(=O)OCC	-12
COc1ccc(Nc2ccc(N)cc2)cc1	21
Cc1sc(NC(=O)c2ccc(Cl)cc2Cl)nc1C12CC3CC(CC(C3)C1)C2	-6
CC(C)c1ccccc1OCCCN1CCCC1	-43
CCOc1cc(/C=C2/C(=O)NC(=O)N(C)C2=O)cc(Br)c1O	-22
COc1ccc(C=NCCC23CC4CC(CC(C4)C2)C3)c(OC)c1	-22
O=C(CSc1nnnn1-c1ccccc1)NC12CC3CC(CC(C3)C1)C2	-8
Cc1cc(C(c2ccc(F)cc2)c2cc(C)c(NC(=O)c3ccccc3)c(C)c2)cc(C)c1NC(=O)c1ccccc1	7
Cc1cc(I)ccc1NC(=O)/C=C/c1ccccc1Cl	-5
CC(=O)c1ccc(NC(=O)C2CC(=O)N(c3cc(C)ccc3C)C2)cc1 (stereo not drawn)	-9
CCN(CC)CCCCCOc1ccc(Cl)cc1	-16
COc1ccc(S(=O)(=O)N(CC(=O)NCc2ccccc2)Cc2ccccc2)cc1	0
COc1ccc(/C=N/NC(=O)C(C)Nc2ccc(Cl)cc2)c(OC)c1 (stereo not drawn)	-68
O=C(NC(=S)Nc1cc([N+](=O)[O-])ccc1Cl)c1ccc(Cl)cc1	-11
Cc1ccc(/C=N/NC(=O)C(O)c2ccccc2)cc1 (stereo not drawn)	13
O=C1C(=O)N(CC2CCCO2)C(c2cccc(F)c2)/C1=C(/O)c1ccccc1 (stereo not drawn)	26
COC(=O)C1=C(C)N=C2SCC(=O)N2C1c1ccccc1 (stereo not drawn)	19
CCCCCCNC(=O)c1[nH]ncc1[N+](=O)[O-]	-9
C=CCNC(=O)C(=O)NC1CCCCC1	-25
COc1cc2ccccc2cc1C(=O)Nc1ccc(OC(F)(F)F)cc1	7
O=C(O)C(=O)/C(N=Nc1ccc(Cl)cc1)=C(\O)c1ccc(Cl)cc1	8
Cc1nc(SCN2C(=O)c3ccccc3C2=O)n[nH]1	-15
COc1ccc(-n2nc3cc(C)c(NC(=O)Cc4ccccc4)cc3n2)cc1	1
Cc1ccc(-n2c(-c3ccccc3)nc3c(cnn3-c3ccccc3)c2=O)cc1	0
COc1ccc(CN2CCN(Cc3cccc(C)c3)CC2)cc1Br	-15
The list goes on:
SMILES	VHR inh color
CCOC(=O)c1ccc(NC(=S)NC(NC(=O)Cc2ccccc2)C(Cl)(Cl)Cl)cc1 (stereo not drawn)	-20
CC(NC(=O)C12CC3(C)CC(C)(CC(C)(C3)C1)C2)C(=O)O (stereo not drawn)	-16
COc1ccc(/C=C2/SC(=S)N(CC(=O)Nc3ccc(F)c(Cl)c3)C2=O)cc1OC	2
Cc1ccsc1/C=C(\C#N)c1nc(-c2cccc(Br)c2)cs1	14
CCC1=[N+](C)c2cccc3cccc(c23)N1C	-7
CCC(C(=O)N1CCOCC1)c1ccccc1 (stereo not drawn)	-6
O=C(c1ccncc1)N1CCN(C(=O)c2cccc(F)c2)CC1	-12
Cc1cc([N+](=O)[O-])ccc1NC(=O)COc1ccc(Cl)cc1	-19
CCOC(=O)c1ccccc1NC(=O)CN(c1ccc(OC)c(Cl)c1)S(=O)(=O)c1ccccc1	-9
Cc1ccc2c(c1)c1c(n2C)C(=O)CCC1	5
O=C(Cc1ccc(Br)cc1)Nc1nc2ccccc2s1	9
Cc1ccc(S(=O)(=O)N/N=C/c2ccc(-c3ccc([N+](=O)[O-])cc3Cl)o2)cc1	-2

Some of these compounds in order of number of heavy atoms, low to high.
SMILES	VHR inh color
C=CCNC(=O)C(=O)NC1CCCCC1	-25
Cc1ccc2c(c1)c1c(n2C)C(=O)CCC1	5
CCC1=[N+](C)c2cccc3cccc(c23)N1C	-7
Cc1nc(SCN2C(=O)c3ccccc3C2=O)n[nH]1	-15
O=C(Cc1ccc(Br)cc1)Nc1nc2ccccc2s1	9
COC(=O)C1=C(C)N=C2SCC(=O)N2C1c1ccccc1 (stereo not drawn)	19
Cc1ccsc1/C=C(\C#N)c1nc(-c2cccc(Br)c2)cs1	14
O=C(c1ccncc1)N1CCN(C(=O)c2cccc(F)c2)CC1	-12
O=C(O)C(=O)/C(N=Nc1ccc(Cl)cc1)=C(\O)c1ccc(Cl)cc1	8
COc1cc2ccccc2cc1C(=O)Nc1ccc(OC(F)(F)F)cc1	7
Cc1ccc(S(=O)(=O)N/N=C/c2ccc(-c3ccc([N+](=O)[O-])cc3Cl)o2)cc1	-2
Cc1ccc(-n2c(-c3ccccc3)nc3c(cnn3-c3ccccc3)c2=O)cc1	0
COc1ccc(/C=C2/SC(=S)N(CC(=O)Nc3ccc(F)c(Cl)c3)C2=O)cc1OC	2
CCOC(=O)c1ccccc1NC(=O)CN(c1ccc(OC)c(Cl)c1)S(=O)(=O)c1ccccc1	-9

More records:
SMILES	VHR inh color
COc1ccc(OC)c(NC(=O)C2C3CCC(O3)C2C(=O)O)c1 (stereo not drawn)	10
O=C(Nc1cccc(O)c1)c1cc2nc(-c3ccccc3)cc(-c3ccccc3)n2n1	-19
COc1ccccc1C(=O)NCCCC(=O)O	-20
CC(C(=O)c1ccc(-c2ccccc2)cc1)[n+]1cccc(NC(=O)c2ccccc2)c1 (stereo not drawn)	-34
COc1ccc(Br)cc1C(=O)Nc1cccc(-c2nc3cc(C)ccc3o2)c1C	-8
Cc1cccc(C(=O)NC(NC(=O)c2cccc(C)c2)c2ccc(Br)cc2)c1	2
COC(=O)c1ccccc1NC(=O)c1cc(Cl)ccc1Cl	-15
CCn1c(C)[n+](CC)c2ccc([N+](=O)[O-])cc21	1
CCOC(=O)c1c(N)sc(C(=O)NC2CCCCC2)c1C	-5
O=C(N/N=C/c1ccc(OCc2ccccc2)cc1)c1ccc[n+](Cc2ccccc2)c1	-21
COC(=O)C(NS(=O)(=O)c1ccccc1)C(C)C (stereo not drawn)	-10
CCOc1cccc(/C=C2\SC(=O)N(c3ccccc3)C2=O)c1O	1
O=C(O)c1cccc2c1NC(c1ccc(Cl)cc1)C1CC=CC21 (stereo not drawn)	86*
Cc1cc(=O)[nH]c(SCc2ccc([N+](=O)[O-])cc2)n1	-10
CC(C)=N/N=C1/NC(=O)C(CC(=O)Nc2ccc(C)cc2C)S1 (stereo not drawn)	-9
COc1ccc(N=C(NOC(C)=O)c2ccc(Cl)cc2)c(OC)c1	-10
COc1cc(N2CCN(Cc3ccccc3)CC2)c([N+](=O)[O-])nc1[N+](=O)[O-]	4
CC(=O)N1CCN(c2ccc(NC(=O)c3cccs3)cc2)CC1	-5
COC(=O)c1c(C)oc2ccc(OCC(=O)c3ccc(Br)cc3)cc12	2
O=C(CCN1C(=O)c2cccc3cccc(c23)C1=O)OCCCc1ccncc1	-3
O=C1CC(c2cccc(Br)c2)c2cc(Br)c3ccccc3c2N1 (stereo not drawn)	-14
CCOC(=O)c1ccc(NC(=S)NC(=O)/C=C/c2ccccc2)cc1	-16
Cc1cc2nc(NCCCO)n(CC(=O)c3cc(C(C)(C)C)c(O)c(C(C)(C)C)c3)c2cc1C	4
CC1=NN(c2nc(-c3ccc(F)cc3)cs2)C(=O)/C1=C\c1ccc2c(c1)OCO2	4
O=C1Nc2ccccc2/C1=N/N1C(=O)CSC1=S	59
CCCC(=O)N1CCN(c2ccc(C(=O)CC)cc2F)CC1	26
COc1cccc(OCCCCCCN2CCCC2)c1	8
O=c1c2ccccc2nc(/C=C/c2ccccc2[N+](=O)[O-])n1-c1cccc(O)c1	-27
C/C(=N\Nc1nnc(-c2ccccc2)c(-c2ccccc2)n1)c1ccc(C)cc1	-6
CCc1cc(=O)oc2cc(OC)ccc12	-16
Cc1ccc(C(C)C)c(OCC(=O)Nc2ccc(F)c([N+](=O)[O-])c2)c1	-9
CCOCCOC(=O)c1ccc(NC(=O)COc2cc(C)cc(C)c2)cc1	-8
Cc1ccc(C(=O)c2sc3nc4c(cc3c2N)CCC4)c(C)c1	-7
Cc1cccc(NC(=O)c2ccc(S(=O)(=O)N3CCCC3)cc2)c1	0
O=C(COC(=O)C1CC(O)CN1C(=O)Oc1ccccc1)c1ccc(Cl)cc1 (stereo not drawn)	-2
CC1=C(C#N)C(c2ccccc2Br)C2=C(CC(c3ccccc3)CC2=O)N1 (stereo not drawn)	-27
Cc1cccc(/C(N)=N/OC(=O)COc2ccc3ccccc3c2)c1	-5
O=C(Nc1cc([N+](=O)[O-])ccc1F)c1ccccc1	-9
Cc1ccc(N(CC(=O)NCc2ccc(Cl)cc2)S(C)(=O)=O)cc1	14
Cc1ccc(SCC(=O)Nc2cccc3ncccc23)cc1	-12
Cc1ccccc1/C=N/N1CCN(c2ccccc2)CC1	-16
O=C(c1cccnc1)N1CCN(C(=O)c2cccc(F)c2)CC1	6
CN1CCN(c2nc(-c3ccc(Cl)cc3)nc3ccccc23)CC1	11
Cc1ccc(C(=O)Nc2ccc(N(C)C)cc2)cc1[N+](=O)[O-]	-1
Cc1cc(Cl)ccc1OC(C)C(=O)Nc1sc2c(c1C(N)=O)CCCC2 (stereo not drawn)	0
O=C(O)c1ccc(-c2cccc(OC(F)(F)F)c2)o1	-6
O=C(COc1ccc2ccc(=O)oc2c1)Nc1ccccn1	-38
O=C(NCC1CCCO1)c1ccc(I)cc1 (stereo not drawn)	-13
CCOC(=O)CSc1nc(N)c2c3c(sc2n1)CCCCC3	4
COc1cccc(C(=O)N2N=C(C(F)(F)F)CC2(O)C(C)(C)C)c1 (stereo not drawn)	-1
Nc1cc(Cl)c(S(=O)(=O)NC2CCCCC2)cc1S(=O)(=O)NC1CCCCC1	-2
CCSCCOC(=O)C1=C(C)NC2=C(C(=O)CCC2)C1c1cccc([N+](=O)[O-])c1 (stereo not drawn)	-13
Cc1ccc(C(=O)NCCCn2ccnc2)cc1C	-5
C#CCOc1ccc(/C=C2\C(=O)NC(=O)N(c3ccc(OCC)cc3)C2=O)cc1Br	11
N/C(=N\OC(=O)c1ccc(Br)cc1)c1cccnc1	-22
COc1ccc2c(c1)-c1c(ssc1=S)C(C)(C)N2C(=O)CSc1nncn1C	9
C=CCn1c(C)c(C(C)=O)c(N2CCCC2)nc1=S	1
Cc1ccc2nc(/C(C#N)=C/c3cc([N+](=O)[O-])ccc3O)[nH]c2c1	-34
O=C(O)CCCCCN1C(=O)C(=O)/C(=C(\O)c2ccc(Br)cc2)C1c1ccccc1F (stereo not drawn)	28
COc1cc(OC)cc(C(=O)Nc2cc(C)ccc2C)c1	11
(more compounds)
SMILES	VHR inh color
Oc1ccc(-c2cn3c(n2)SCC3)cc1O	19
O=C1C2C3C=CC(C2C(=O)N1c1ccc(F)cc1)C1C(=O)N(c2ccc(F)cc2)C(=O)C31 (stereo not drawn)	15
CCc1cc(C)cc(OCCOc2cccc(/C=c3\sc4nc5ccccc5n4c3=O)c2)c1	-18
O=C(NC(=S)Nc1cccc2ccccc12)c1ccc(Cl)cc1	-21
CCN(CC)CCCCCCOc1ccc(Br)cc1	8
O=S(=O)(Nc1ccc(N2CCCCC2)cc1)c1cccc2cccnc12	4
